NFkB SMM: binds human NF-kappa-B p105 on microarray; Small molecule microarray, anti-His fluorescence binding; calls only; 17,000 tested, 1.3% active; AID 624139;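 active = spot fluorescence over background significantly raised, with a chance value under 7% in all four replicate spots of the compound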;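 also: probe protein is his-tagged human p50 processed subunit at 1 µg/ml; raw spot fluorescence signals with no normalization applied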
Calls only; i = inactive. This is a subset. The share of hits here may be higher or lower than overall.

SMILES	NFkB SMM
C=CCN1C[C@H](C(=O)N(CCCN(C)C)C(=O)NCC)C[C@@H]2c3cccc4[nH]cc(c34)C[C@H]21	i
CN(C(=O)c1c(O)c2ccccc2n(C)c1=O)c1ccccc1	i
COc1cc(N)c(Cl)cc1C(=O)N[C@@H]1CCN(CCCOc2ccc(F)cc2)C[C@@H]1OC	i
CCc1ccccc1OC[C@@H](O)CN[C@H]1CCCc2ccccc21	i
CN(C)CCCSc1ccccc1NC(=O)/C=C/c1ccccc1	i
CC(C)(C)NCC(O)COc1cccc2c1CC(O)C(O)C2 (centres undefined)	i
Cn1ccc2cc3c(cc21)CCN3C(=O)Nc1cccnc1	i
COc1cc(N)c(Cl)cc1C(=O)N[C@H]1CCN(CCCOc2ccc(F)cc2)C[C@H]1OC	i
CCN(CCCCOC(=O)c1ccc(OC)c(OC)c1)C(C)Cc1ccc(OC)cc1 (centres undefined)	i
COc1ccc(-c2cc(C(F)F)nn2-c2ccc(S(N)(=O)=O)cc2)cc1F	i
CCc1cccc(CC)c1NC(=O)CN(CC(=O)O)CC(=O)O	i
O=C(CCN1CCN(CCO)CC1)N1c2ccccc2Sc2ccc(C(F)(F)F)cc21	i
C[C@@H]1O[C@@H](O[C@H]2[C@H](Oc3cc(O)c4c(=O)cc(-c5ccc(O)cc5)oc4c3)O[C@H](CO)[C@@H](O)[C@@H]2O)[C@H](O)[C@H](O)[C@H]1O	i
CCN(CC)CC1CCCCN1CC(=O)N1c2ccccc2C(=O)Nc2cccnc21 (centres undefined)	i
N=c1nc(N2CCCCC2)cc(N)n1O	i
CCN(CC)CCOc1ccc(Cc2ccccc2)cc1	i

Reformatted as a markdown table: 2 of the compounds above
| mol | NFkB SMM |
| --- | --- |
| CCN(CCCCOC(=O)c1ccc(OC)c(OC)c1)C(C)Cc1ccc(OC)cc1 (centres undefined) | i |
| COc1cc(N)c(Cl)cc1C(=O)N[C@H]1CCN(CCCOc2ccc(F)cc2)C[C@H]1OC | i |

Six compounds picked at random from the list so far, as already listed:
SMILES	NFkB SMM
C=CCN1C[C@H](C(=O)N(CCCN(C)C)C(=O)NCC)C[C@@H]2c3cccc4[nH]cc(c34)C[C@H]21	i
CN(C)CCCSc1ccccc1NC(=O)/C=C/c1ccccc1	i
Cn1ccc2cc3c(cc21)CCN3C(=O)Nc1cccnc1	i
CCc1cccc(CC)c1NC(=O)CN(CC(=O)O)CC(=O)O	i
CCN(CC)CCOc1ccc(Cc2ccccc2)cc1	i
COc1ccc(-c2cc(C(F)F)nn2-c2ccc(S(N)(=O)=O)cc2)cc1F	i

Compound activity deposited in PubChem by Broad Institute.
